Assay outcomes from PubChem.
Tb hexokinase: blocks Trypanosoma brucei hexokinase 1 activity; recombinant TbHK1, G6PDH-coupled NADH A340; 220,000 compounds, 0.11% hits; inhibition, % at 10 µM;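 active = inhibition of 50% or more in the single-dose primary screen; inactive = inhibition below 50%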
Hck Nef HTS: blocks Nef-activated human Hck kinase; inhibition, % at 20 µM; P08631; Recombinant Hck-YEEI plus Nef, Z-Lyte FRET kinase assay; 220,000 compounds, 0.68% hits;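 active = Hck-Nef kinase inhibition above about 50%, limit read from the data; inactive = inhibition below that limit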;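 also: 0% = DMSO with Hck plus Nef and 100% = Hck alone without Nef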
14-3-3 Bad inh: disrupts binding of bovine 14-3-3 zeta to phospho-Bad peptide | inhibition, % at 21.7 µM | AID 781 | TR-FRET 14-3-3zeta/Dy647-pBad peptide displacement, 1 h | 220,000 compounds, 0.71% hits;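 active = inhibition above about 70%, limit read from the data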;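 also: 0% = full 14-3-3 plus peptide FRET controls and 100% = background without 14-3-3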
zVAD death inh: blocks zVAD induced death of L929 cells. 220,000 compounds, 0.38% hits. L929 zVAD necroptosis rescue, ATP luminescence, 24 h; with zVAD 60 µM. viability rescue, % at 10 µM;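 active = activation, scaled between plate controls, above about 75%, limit read from the data; inactive = activation under that limit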;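 also: 0% = zVAD with DMSO and 100% = DMSO alone without zVAD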
EBV gp42 inh: blocks Epstein-Barr virus glycoprotein 42 binding | Fluorescence polarization binding assay, mP read-out | inhibition, % (tested at 21.74 µM) | AID 1085 | Q1HVG2 | 220,000 compounds, 0.42% hits; in the data active = inhibition above about 50%
Target sequence (Q1HVG2 whole entry, looked up): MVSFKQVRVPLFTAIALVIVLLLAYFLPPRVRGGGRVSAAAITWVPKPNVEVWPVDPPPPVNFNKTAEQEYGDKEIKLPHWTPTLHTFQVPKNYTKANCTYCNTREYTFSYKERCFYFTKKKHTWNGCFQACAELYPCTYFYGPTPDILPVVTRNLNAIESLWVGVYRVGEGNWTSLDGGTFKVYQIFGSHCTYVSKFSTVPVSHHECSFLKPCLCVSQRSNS
Runt-CBFb FRET: blocks binding of human RUNX1 Runt domain to CBFb; inhibition, % at 20 µM; Cerulean-Runt/Venus-CBFb FRET ratio 530/480, 1 h; Q01196+Q13951; 220,000 compounds, 0.46% hits; AID 1496;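 active = inhibition over about 50% at 20 µM in the single-dose screen, limit read from the data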;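 also: 0% = DMSO wells and 100% = excess unlabeled CBFb competitor control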
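Reagent – Venus-CBFb binding partner, 100 nM · Assay system – Cerulean-tagged RUNX1 Runt domain (FRET donor) fusion protein · Input – 100 nM per protein · Incubation – two 1 h room-temperature incubations shielded from light · Measured by – FRET fluorescence · Medium – Tris buffer pH 7.5 with salts and BSA · Benchmarks – unlabeled CBFb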
p47phox inh: inhibitors of human p47phox binding | P14598 | p47phox/p22phox peptide binding, fluorescence polarization, 2 h | inhibition, % at 24.7 µM | 220,000 compounds, 0.53% hits | AID 1274;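 active = inhibition above about 30%, limit read from the data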;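 also: 0% = p47phox with labelled peptide and 100% = labelled peptide alone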
Target sequence (P14598 whole entry, looked up): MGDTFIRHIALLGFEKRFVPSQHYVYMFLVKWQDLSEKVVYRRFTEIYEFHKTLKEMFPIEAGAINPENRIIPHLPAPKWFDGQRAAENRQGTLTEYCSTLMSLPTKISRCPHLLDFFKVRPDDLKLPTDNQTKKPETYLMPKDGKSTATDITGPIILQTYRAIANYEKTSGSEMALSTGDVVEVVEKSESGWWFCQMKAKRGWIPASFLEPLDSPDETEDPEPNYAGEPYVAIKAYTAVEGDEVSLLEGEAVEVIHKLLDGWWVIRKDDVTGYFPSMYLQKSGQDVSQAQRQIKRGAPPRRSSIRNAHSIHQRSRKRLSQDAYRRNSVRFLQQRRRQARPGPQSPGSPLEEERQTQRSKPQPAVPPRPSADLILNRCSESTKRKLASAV
Runt-SMMHC FRET: Runt domain-CBFb-SMMHC interaction inhibition. Q01196+Q13951. Cerulean-Runt/Venus-CBFb-SMMHC FRET ratio 530/480, 1 h. inhibition, % at 20 µM. 220,000 compounds, 0.74% hits. AID 1434;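 active = mean inhibition across duplicate retests at 20 µM reaching about 50%, limit read from the data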;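 also: 0% = DMSO wells and 100% = wells with excess untagged CBFb-SMMHC; inhibitors lower the FRET ratio by blocking Runt binding to CBFb-SMMHC; some results filed as inactive read as strong as hits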
Mdm2 ligase inh: blocks human Mdm2 ubiquitin ligase activity; signal enhancement, % at 5 µM; AID 1230; cell-based MDM2 ubiquitination luciferase reporter, 2 h; 0 = plate control, 100 = twice control, blank-subtracted; 210,000 compounds, 0.11% hits;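 active = signal enhancement of 30% or more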;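 also: luminescence tracks abundance of the self-degrading MDM2-luciferase fusion protein; higher signal means inhibition of MDM2 E3 ligase activity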
Target sequence (Q00987 whole entry, looked up, the tested form may be a part): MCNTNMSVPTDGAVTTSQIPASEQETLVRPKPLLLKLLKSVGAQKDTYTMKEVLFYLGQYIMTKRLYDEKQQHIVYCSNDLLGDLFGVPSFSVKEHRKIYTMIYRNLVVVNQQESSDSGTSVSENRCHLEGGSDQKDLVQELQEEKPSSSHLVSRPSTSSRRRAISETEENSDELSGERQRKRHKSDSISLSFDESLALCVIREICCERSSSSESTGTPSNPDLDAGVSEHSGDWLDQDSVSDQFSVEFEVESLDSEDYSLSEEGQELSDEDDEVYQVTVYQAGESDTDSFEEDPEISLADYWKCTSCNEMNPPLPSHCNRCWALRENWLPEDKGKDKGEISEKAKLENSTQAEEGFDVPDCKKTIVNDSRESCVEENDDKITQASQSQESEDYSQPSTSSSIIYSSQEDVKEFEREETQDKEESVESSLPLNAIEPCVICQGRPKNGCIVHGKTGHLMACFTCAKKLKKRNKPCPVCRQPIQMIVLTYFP
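System: stable MDM2–luciferase fusion reporter cells / Input: 2000 cells seeded into each well / Schedule: 4 h settle plus 2 h compound, 37 °C / Compound: single-point 5 µM / Buffer or medium: cells held in DMEM / Benchmarks: control and blank well means / Evaluation: percent signal gain over controls, blank-subtracted / Measured by: luciferase luminescence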
The depositor's hits bear a star; x = no result given; [ ] = dose if it differs, or a comment.

The opening 3 records as a preview:
Under each structure: EBV gp42 inh, Hck Nef HTS, Mdm2 ligase inh, Runt-SMMHC FRET, p47phox inh, zVAD death inh, Tb hexokinase, 14-3-3 Bad inh, Runt-CBFb FRET
1: O=S(=O)(NC1CCCCC1NS(=O)(=O)c1ccc(F)cc1)c1ccc(F)cc1 (centres undefined)
    -15.3, 9.7, -10.6, 3.8, 7.6, -0.6, -3.2, 8.8, -2.4
2: N#Cc1cc2c(nc1SCc1ccc(Cl)nc1)CCCCC2
    15.1, 20.8, x, -2.1, -13.0, -0.2, -1.6, 2.0, 2.2
3: O=C(O)CCCNC(=O)c1ccccn1
    -5.7, -7.0, -5.9, -1.6, -8.7, x, 4.0, 4.6, -1.0

The listing (from the top)
Under each structure: EBV gp42 inh, Hck Nef HTS, Mdm2 ligase inh, Runt-SMMHC FRET, p47phox inh, zVAD death inh, Tb hexokinase, 14-3-3 Bad inh, Runt-CBFb FRET
1: O=S(=O)(NC1CCCCC1NS(=O)(=O)c1ccc(F)cc1)c1ccc(F)cc1 (centres undefined)
    -15.3, 9.7, -10.6, 3.8, 7.6, -0.6, -3.2, 8.8, -2.4
2: N#Cc1cc2c(nc1SCc1ccc(Cl)nc1)CCCCC2
    15.1, 20.8, x, -2.1, -13.0, -0.2, -1.6, 2.0, 2.2
3: O=C(O)CCCNC(=O)c1ccccn1
    -5.7, -7.0, -5.9, -1.6, -8.7, x, 4.0, 4.6, -1.0
4: Clc1ccc2oc(-c3ccccc3)nc2c1
    -9.8, 0.6, -18.3, -0.6, -14.7, 2.2, -4.2, -9.8[fluorescence artefact?], -0.1
5: CCOc1ccc(Oc2nc(NCC(C)C)nc(N(C)C)n2)nn1
    0.1, 1.6, -6.9, 1.7, -13.5, 0.0, 3.8, -3.1, 0.0
6: Cc1cc(C(=O)N2CCc3ccccc32)n(-c2ccccc2)n1
    -17.4, -5.1, 10.4, 1.8, -11.0, 1.4, -2.1, -11.1, 1.2
7: COc1ccc(OCCC(=O)OCc2c(C)noc2C)cc1
    -8.0, -23.5, -18.0, -6.9, -10.7, -0.4, 5.8, 2.5, 2.0
8: CCC(=O)OCc1cc2cccc(C)c2[nH]c1=O
    -7.6, 0.3, -19.2, -1.3, -17.4, -0.3, -11.5, -1.8, 0.0
9: Nc1ncc(-c2nnnn2-c2ccc(Cl)cc2)c(-c2ccc(Cl)cc2)n1
    -8.9, 0.0, -7.3, -0.2, -4.3, 0.1, -0.2, 8.0, -2.1
10: COc1ccccc1CN1C2CCCC1CC(NC(=O)/C=C/c1ccccc1)C2 (centres undefined)
    -26.6, 14.4, -15.2, -5.8, -7.9, -1.5, 6.1, -7.3, 1.6
11: FC(F)(F)c1ccc2c(c1)nc1n2CCCC1
    -19.3, 0.2, -19.2, -3.4, -4.9, 1.6, -3.2, -7.4, -0.4
12: N#Cc1cc(-c2ccccc2)cnc1Cl
    -1.7, 1.1, -6.0, -7.0, 8.4, -0.1, 2.4, x, 0.7
13: Cc1nc2c(ccc3c([N+](=O)[O-])cccc32)c(C)c1C
    -3.9, 22.1, -6.1, -1.4, -12.0, 3.5, -12.4, -2.2, 0.3
14: O=C1c2ccccc2S(=O)(=O)N1CC(O)Cn1c2ccccc2c2ccccc21 (centres undefined)
    -5.1, 0.3, 2.9, 4.1, 6.8, 0.0, -3.4, -11.5[fluorescence artefact?], -0.7
15: C=CCNC(=O)C1=NOC(CNC(=O)c2c(-c3ccccc3Cl)noc2C)C1 (centres undefined)
    -16.1, -0.4, -11.3, -5.3, 5.8, -0.4, 3.0, x, 1.2
16: Cc1ccc(C)c(S(=O)(=O)Nc2nc(C)c(C(=O)Nc3ccccc3)s2)c1
    -4.4, 3.1, -5.2, 3.3, -23.2, 1.5, -2.5, 4.5, 0.7
17: O=C(Nc1cccc(O)c1)N1CCOCC1
    22.4, 8.9, 2.0, 8.9, -1.8, 0.2, 7.5, 11.2[fluorescence artefact?], 2.5
18: O=C(NCc1cccs1)C1CCCN(S(=O)(=O)c2cccs2)C1 (centres undefined)
    -10.3, 2.0, 3.1, -3.5, -4.3, 0.1, 7.9, -2.3, -0.6
19: O=C(NCc1ccc(F)cc1)C1CCC(CNc2c(N3CCOCC3)c(=O)c2=O)CC1 (centres undefined)
    -17.0, 37.7, -1.2, 0.8, -6.1, -0.1, 2.4, -2.4, -0.9
20: CCOc1ccc(OCCCC(=O)O)cc1
    -8.6, 14.4, -20.5, -9.9, -8.5, -0.5, -3.9, -8.0, 2.9
21: CCOc1ccc(NCC(=O)c2ccc(C)cc2)cc1
    -6.7, 10.2, -11.9, -1.3, -1.7, 2.1, 3.4, 4.5, 0.2
22: CC(=O)Nc1ccc(S(=O)(=O)NC2(C(F)(F)F)NC(=O)N(C3CCCC3)C2=O)cc1 (centres undefined)
    14.2, 2.2, -2.9, 1.9, -4.0, 0.0, 0.6, -5.8, -0.4
23: CCOC(=O)c1sc(-c2cccc(C(F)(F)F)c2)nc1O
    6.9, -72.9, -7.1, 56.5, -11.2, -0.2, -7.1, -6.3, -70.7
24: OC(COCC1COc2ccccc2O1)CN1CCN(c2ccccc2)CC1 (centres undefined)
    -19.8, -0.9, -24.2, -2.8, -11.8, 1.0, 0.7, 26.9, -0.7
25: CC1(C)CC(=O)c2ccc(OCc3ccc([N+](=O)[O-])cc3)cc2O1
    -8.6, 4.1, 3.4, 3.6, -7.8, 0.2, -4.7, -10.5, -3.5
26: CCc1nc2scc(-c3cccs3)c2c(=O)o1
    -2.1, 14.3, -8.9, 0.7, -8.4, 0.8, 8.7, -10.4[fluorescence artefact?], 3.2
27: O=C(CN1C(=O)c2ccccc2C1=O)Nc1ccccc1C(=O)N1CCCC1
    3.3, 2.2, -21.6, 1.2, -12.8, 0.7, -7.2, -17.1, -1.3
28: Cc1cc(C)nc(N(C#N)Cc2ccc(Cl)cc2)n1
    -11.9, 16.6, 10.1, 1.0, -5.0, -0.8, 1.3, -3.9, 1.4
29: Cc1c(C(=O)O)oc2ccc(S(=O)(=O)NCc3ccc4c(c3)OCO4)cc12
    -20.5, 3.8, -2.5, -1.8, -3.1, -0.1, 24.9, 30.7[fluorescence artefact?], -0.7
30: COc1cc(CNc2ccc3[nH]c(=O)[nH]c3c2)cc(Br)c1OCC(=O)NC(C)(C)C
    -3.4, 2.4, -6.0, 1.5, 0.9, 0.2, -6.5, 5.0, 3.6
31: CCOC(=O)N1CCN(S(=O)(=O)/C=C/c2ccccc2)CC1
    -19.0, 0.4, -16.6, 4.8, -6.7, -0.2, 9.7, 3.5, -1.6
32: Oc1c(Cl)cccc1C=Nc1cc(C(F)(F)F)ccc1N1CCCC1
    -6.4, 7.8, -8.1, -9.3, -24.6, -0.4, -10.4, 5.8, 7.0
33: Cc1nc2ccc(S(=O)(=O)NC(C(=O)NCc3cccs3)C(C)C)cc2s1 (centres undefined)
    -2.6, -1.7, -17.3, 2.1, -7.6, 1.5, 0.3, -0.3, -2.0
34: COc1ccccc1OCCCCN1CCN(C(c2ccccc2)c2ccccc2)CC1
    4.4, -0.9, -1.4, 22.3, -6.3, 1.6, 9.9, -5.7, -1.4
35: CC(=O)Nc1ccc2c(c1)nc(CCN1CCOCC1)n2C
    -0.8, 2.3, -2.6, 1.3, -12.6, 0.7, -1.5, 8.0, -1.5
36: O=C(NCc1ccncc1)c1nnc(Cc2c(F)cccc2Cl)o1
    -12.5, 0.7, 17.3, -0.2, -8.1, -0.1, 19.8, 1.4, -0.2
37: S=C(Nc1ccccc1Cl)N1CCCC1
    -14.2, 19.9, -8.3, 2.8, 1.8, 13.7, -0.1, -12.7, 0.1
38: CCSc1nnc(NC(=O)CSC2=NN3CCCC(=O)N=C3S2)s1
    1.5, -6.6, -12.6, 2.5, -5.1, 0.1, 3.6, 4.7, 1.6
39: CCN(CC)c1ccc(/C=N/Nc2ccccc2)c(O)c1
    -18.7, 0.1, 3.0, -3.9, -6.2, -0.5, -23.4, -9.6, 3.3
40: CCN(CC)C(=O)C(=O)N/N=C/c1ccc(Br)cc1
    -10.3, 1.0, -7.9, -3.4, -0.7, 1.2, 1.2, 3.7, 1.8
41: O=c1[nH]nc(Cc2ccc(-c3ccc(Cl)cc3)o2)c2ccccc12
    -3.5, 0.7, -10.1, -7.9, -10.6, 0.0, -2.8, 8.2, -5.4
42: CCOC(=O)N1CCN(c2c(N3CCN(c4cccc(C)c4C)CC3)c(=O)c2=O)CC1
    -20.4, 0.7, -13.9, -1.3, -9.7, 1.0, -6.7, 3.5, 0.4
43: CC(C)c1[nH]nc2c1C(C1C=CCCC1)C(C#N)=C(N)O2 (centres undefined)
    -2.7, 8.9, -5.9, -1.6, -10.4, -0.7, 9.6, 2.6, -1.3
44: CN(c1ccccc1)S(=O)(=O)c1ccc(Cl)nc1
    1.0, -36.0, -24.0, 0.1, -5.8, -0.3, 11.2, -3.8, -0.9
45: Cc1ccc(-c2nnc(SCC(=O)Nc3ccccc3F)o2)cc1
    -5.3, 0.4, -43.4, -0.6, -18.9, -0.7, -3.9, -7.3, 1.0
46: Cc1c(NC(=O)Cc2noc3ccccc23)cccc1[N+](=O)[O-]
    8.7, -2.5, -11.2, -5.1, -2.0, 1.9, -7.8, -7.3, 1.1
47: CCc1nnc(NC(=O)C(=O)NCCOC(=O)c2ccccc2Cl)s1
    0.6, -0.7, -11.4, -4.9, -0.3, -0.2, -1.3, 15.1, -1.6
48: O=C(CN1CCN(S(=O)(=O)c2ccc(Cl)cc2)CC1)Nc1ccc2c(c1)OCCO2
    -13.4, 2.1, -15.5, 1.8, -5.0, -0.1, -1.1, 9.2, 0.3
49: O=C(c1cccs1)n1nc(-c2ccccc2)nc1NCc1ccco1
    7.1, -18.5, -10.0, 1.2, -8.7, 0.6, -4.5, -4.5, -0.3
50: Cc1nn(C)cc1CNCc1c(C(=O)N2CCCCC2)nc2c(C)cccn12
    1.1, 9.8, -10.4, 3.6, 1.6, -1.0, 4.9, 2.6, 0.5
51: CC(=O)C1=C(O)C(=O)N(CCCCCC(=O)O)C1c1ccc(N(C)C)cc1 (centres undefined)
    -1.7, 0.0, -5.4, -0.4, -6.8, 0.3, -21.6, 5.7, 9.6
52: O=C(c1cccc2ccccc12)C1CCCN(C(=O)c2ccc(N3CCOCC3)cc2)C1 (centres undefined)
    -21.0, 20.1, 0.4, 1.9, -24.3, 5.2, -6.5, 4.0, -1.7
53: CC1(C)CC(=O)C2=C(C1)NC1=C(C(=O)c3ccccc31)C2c1cc([N+](=O)[O-])ccc1O (centres undefined)
    2.7, 10.1, -14.7, 1.3, -9.2, 1.1, -19.8, -5.0, 0.1
54: Fc1ccc(CO/N=C/C2=C(Cl)c3ccccc3CC2)cc1
    9.2, 0.5, -10.2, 1.2, -0.7, 0.3, -9.4, 2.7, -1.3
55: O=C1Nc2cc(Cl)cnc2N2CCCC12 (centres undefined)
    72.5*, -0.4, -11.1, -1.4, 4.5, 1.5, 1.7, 0.8[fluorescence artefact?], 2.9
56: Cc1cc(C)n(-c2ccccc2[N+](=O)[O-])n1
    -2.7, 9.8, 2.4, 1.7, x, 0.9, -7.3, -2.6, -1.7
57: COc1cc(CN2CCCC(C)C2)cc([N+](=O)[O-])c1O (centres undefined)
    -4.9, 0.5, -14.5, -0.9, -7.1, 0.0, -3.8, 6.1, 1.6
58: CCOCc1c(C(=O)Nc2cc(OCC)c(N3CCOCC3)cc2OCC)oc2ccccc12
    13.3, 0.8, 3.4, 4.1, -10.9, 3.1, 1.4, -16.1, -2.8
